FLuc counter – counter-screen for miR-21 project: firefly luciferase inhibitors or activators. P08659. purified FLuc, Km substrates, luminescence inhibition. Potency, µM (doses to about 57.5 µM), inactives show top-dose activity change, negative = inhibition, actives largely listed as inhibitors. hit rate 6.9% among 360,000; active = well fitted inhibition curve with a large enough effect; inconclusive = small, poorly fitted or top-dose-only effect;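 note: plate controls were vehicle for no effect and reference inhibitor for full effect; nearly all actives have a fitted effect of over 55% in size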
Target sequence (P08659 whole entry, looked up): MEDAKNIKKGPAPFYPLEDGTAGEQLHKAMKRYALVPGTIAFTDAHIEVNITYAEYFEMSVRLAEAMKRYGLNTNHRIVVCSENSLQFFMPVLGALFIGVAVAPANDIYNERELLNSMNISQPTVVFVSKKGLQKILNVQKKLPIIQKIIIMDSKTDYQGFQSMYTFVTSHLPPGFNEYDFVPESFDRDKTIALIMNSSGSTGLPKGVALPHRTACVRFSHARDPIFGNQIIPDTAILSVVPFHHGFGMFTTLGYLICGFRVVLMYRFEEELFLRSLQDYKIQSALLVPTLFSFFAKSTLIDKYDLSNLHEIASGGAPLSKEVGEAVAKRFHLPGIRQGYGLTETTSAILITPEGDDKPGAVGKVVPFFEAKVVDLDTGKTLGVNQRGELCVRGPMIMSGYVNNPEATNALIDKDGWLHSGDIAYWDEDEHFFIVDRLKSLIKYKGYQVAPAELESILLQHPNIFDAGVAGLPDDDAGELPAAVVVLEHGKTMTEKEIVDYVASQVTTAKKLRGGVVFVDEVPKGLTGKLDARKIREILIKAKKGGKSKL
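Biochemical qHTS of compounds, final roughly 60 µM downward over six points, against 10 nM purified firefly luciferase using Km concentrations of substrates (10 uM D-luciferin, 10 uM ATP) in Tris acetate pH 7.5 buffer; luminescence output.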
An asterisk follows results filed as active; ? = inconclusive. Potency is the fitted concentration of half-maximal effect.

Structure	FLuc counter
COc1cc2c(cc1OC)C(COc1ccc3c(C)cc(=O)oc3c1)N(C(=O)c1ccc(C)cc1)CC2 (configuration not stated)	1.7%
COc1ccc(N2CCN(C(CNC(=O)c3cccc(OC)c3)c3cccnc3)CC2)cc1 (configuration not stated)	-11.4%
CCc1nn2c(=O)cc(COC(=O)c3cccc(NC(=O)c4cccs4)c3)nc2s1	2.2%
Cc1ccc(-n2ncc3c(Nc4cccc(Cl)c4)ncnc32)c(C)c1	-5.9%
Cn1c(=O)c2sccc2n2c(CCC(=O)Nc3ccc(F)cc3)nnc12	-1.0%
Cc1ccc(C(=O)Nc2ccc3oc(-c4ccc(C(C)(C)C)cc4)nc3c2)cc1	?
CCSc1oc(-c2ccco2)nc1S(=O)(=O)c1ccc(Br)cc1	-9.0%
COc1ccc(C)cc1NC(=O)c1oc2ccc(S(=O)(=O)N3CCC4(CC3)OCCO4)cc2c1C	2.6%
CC1CCN(S(=O)(=O)c2ccc3nc(NCc4ccccc4)ccc3c2)CC1	-12.0%
O=S(=O)(c1ccc(Br)cc1)c1nc(-c2ccco2)oc1SCc1ccccc1F	-7.4%
O=C(Nc1ccccc1Cl)N1CCC(CN2CCCCC2)CC1	-3.3%
CCOC(=O)C1CCN(C(=O)CSc2c3c(nc4ccc(Cl)cc24)CCCC3)CC1	-13.8%
COc1ccccc1NC(=O)c1sc2nc(C)c(C(=O)Nc3ccc(C)cc3C)c(-c3ccc(C)o3)c2c1N	0.7%
Cc1cccc(-n2ncc3c(NC4CCCC4)ncnc32)c1	3.01µM*
CCc1ccc(-n2c(SC(CC)C(=O)N(CC)CC)nc3n[nH]c(C)c3c2=N)cc1 (configuration not stated)	-5.7%
CC(=O)C(Sc1nc(-c2ccccc2Cl)nc2c1c(=O)n(C)c(=O)n2C)C(=O)N(C)C (configuration not stated)	0.9%
O=C(Cn1ccn(-c2ccc(F)c(F)c2)c(=O)c1=O)Nc1ccccc1F	5.3%
N#Cc1c(-c2ccccc2)cc(-c2ccccc2)nc1SCC(=O)Nc1ccc(Cl)cc1	-5.4%
O=C(Nc1nnc(C2CC(=O)N(c3ccc(Cl)cc3)C2)s1)c1ccco1 (configuration not stated)	?
Cn1cnnc1SCC(=O)Nc1ccc(C#N)cc1	-4.8%

Quoted from the entries so far for reference:
Structure	FLuc counter
COc1cc2c(cc1OC)C(COc1ccc3c(C)cc(=O)oc3c1)N(C(=O)c1ccc(C)cc1)CC2 (configuration not stated)	1.7%
COc1ccc(N2CCN(C(CNC(=O)c3cccc(OC)c3)c3cccnc3)CC2)cc1 (configuration not stated)	-11.4%
CCc1nn2c(=O)cc(COC(=O)c3cccc(NC(=O)c4cccs4)c3)nc2s1	2.2%
Cc1ccc(-n2ncc3c(Nc4cccc(Cl)c4)ncnc32)c(C)c1	-5.9%

Carrying on.
Structure	FLuc counter
CCC(C)NC(=O)c1ccc2nc(Cc3ccccc3)oc2c1 (configuration not stated)	-17.0%
COc1cccc2c1Oc1ncccc1N(C(=O)CCC(=O)NCCC(C)C)C2	-2.0%
C=C(C)Cn1c(=O)c2c(nc3n2CCN3c2ccc(F)cc2)n(C)c1=O	?
Cc1ccc(NC(=O)c2sc3nc4n(c(=O)c3c2C)CCCCC4)c(Br)c1	2.8%
CCOC(=O)c1cc(-c2ccccc2)n(CCC(=O)Nc2ccc(Cl)c(C(F)(F)F)c2)c1C	0.0%
O=C(NCc1ccc(Cl)cc1)NCc1noc2ccccc12	?
Cc1ccc(C2c3cccn3CCN2S(=O)(=O)c2ccc([N+](=O)[O-])cc2)cc1 (configuration not stated)	-5.2%
Cc1ccccc1-c1nc(CS(=O)CC(=O)N2CCN(c3cc(Cl)ccc3C)CC2)c(C)o1 (configuration not stated)	-4.5%
Cc1cccc(N2CCN(C(=O)c3cc4c(=O)n(C)c5ccccc5c4s3)CC2)c1C	2.5%
CNC(=O)C1CCC(Cn2c(=O)c3sccc3n(Cc3ccc(F)cc3)c2=O)CC1 (configuration not stated)	2.8%
CCc1ccccc1NC(=O)N1CCN(c2nnc(C)c3c(C)n(-c4ccccc4)nc23)CC1	-13.2%
CCOC(=O)c1c(S(=O)(=O)N2CCC(C(=O)NCc3ccc(F)cc3)CC2)c(C)n(C)c1C	7.0%
CCOc1cc(CNC(=O)Cn2c(=O)c3cccn3c3ccc(F)cc32)cc(OCC)c1OCC	-0.7%
CCCOC(=O)c1ccc(NC(=O)Cn2nnc3sc4c(c3c2=O)CCC(C(C)(C)C)C4)cc1 (configuration not stated)	3.8%
CCOc1ccc(CNC(=O)CCCn2c(=O)c3cccn3c3cccnc32)cc1	-7.1%
CCCCN(CC)C(=O)Cn1cc2c(n1)-c1c(oc(C(=O)N3CCCC3)c1C)CC2	-10.8%
CCOC(=O)N1CCC(NC(=O)c2cnn(-c3ccc(C)cc3C)c2C2CCN(C(=O)OC(C)(C)C)CC2)CC1	-0.3%
CCOC(=O)N1CCC(NC(=O)c2c(C)nn(-c3cccc(C)c3)c2-n2cccc2)CC1	3.6%
O=C(CCCCCn1c(=O)c2sccc2n(Cc2ccccc2Cl)c1=O)NCc1ccc2c(c1)OCO2	2.1%
COc1ccc(CCNC(=O)CSCc2nc(-c3cccc(C)c3)oc2C)cc1OC	-15.7%

Fetched by structure from the list above:
Structure	FLuc counter
O=C(CCCCCn1c(=O)c2sccc2n(Cc2ccccc2Cl)c1=O)NCc1ccc2c(c1)OCO2	2.1%
CNC(=O)C1CCC(Cn2c(=O)c3sccc3n(Cc3ccc(F)cc3)c2=O)CC1 (configuration not stated)	2.8%
Cc1ccc(NC(=O)c2sc3nc4n(c(=O)c3c2C)CCCCC4)c(Br)c1	2.8%

Remaining list, next part.
Structure	FLuc counter
CCOC(=O)c1cc(-c2ccccc2)n(-c2cccc(C(=O)Nc3cccc(C)c3)c2)c1C	-2.5%
COc1ccccc1NC(=O)c1oc2ccccc2c1NC(=O)Cc1cccs1	-18.6%
CC1=C(c2ccc(C)c(C)c2)S(=O)(=O)N(Cc2ccc(C(=O)NCc3ccccc3F)cc2)C1=O	-3.7%
CN1C(=O)CC(C(=O)Nc2ccc(C(=O)O)cc2)SC1=Nc1ccc(Cl)cc1 (configuration not stated)	-10.6%
CCOC(=O)c1cccc2c1N[C@@H](c1ccc(F)cc1)[C@H]1CC=C[C@@H]21	-2.9%
COC(=O)c1sc2cccc(F)c2c1S(=O)(=O)Nc1cc(C)c(Cl)cc1OC	?
CCC(C)NC(=O)CCCN1C(=O)CCn2nc(-c3cccn3C)cc21 (configuration not stated)	0.4%
COc1ccc(NC2=C(c3ccccc3)C(=O)c3ccccc32)cc1Cl	6.2%
CCCNC(=O)CCc1nnc2ccc(N3CCN(c4cccc(OC)c4)CC3)nn12	2.5%
CCCS(=O)(=O)N1CC(=O)N(c2cc(C)ccc2C)C(C)(C(=O)NC2CCCCCC2)C1 (configuration not stated)	-4.0%
COc1ccc2c(C)c(CCC(=O)NCCc3ccc(OC)c(OC)c3)c(=O)oc2c1	4.6%
COc1ccc(-c2cn3nc(N4CCCC(C(=O)NCc5ccc(Cl)cc5)C4)sc3n2)cc1 (configuration not stated)	12µM*
Cn1cc(S(=O)(=O)c2ccccc2)c(=O)c2cc(F)c(N3CCCCCC3)cc21	-0.1%
Cc1cccc(N2CCN(C(=O)c3ccc(CS(=O)c4cccc(Cl)c4)o3)CC2)c1C (configuration not stated)	7.4%
CC(C)NC(=O)c1ccc(Cn2c(SCc3ccc(F)cc3)nc3cccnc32)cc1	?
CC(=O)Nc1ccc(C)cc1-c1nc2ccccc2n(Cc2cccc(Br)c2)c1=O	-1.8%
CCOc1ccccc1NC(=O)CN1C(=O)COc2ccc(S(=O)(=O)N3CCCCCC3)cc21	-9.2%
COC(=O)c1sc(N2C(=O)c3oc4ccc(C)cc4c(=O)c3C2c2ccc(OC)cc2)nc1C (configuration not stated)	4.3%
COc1ccc(C(=O)NCC(c2cccs2)S(=O)(=O)c2ccc(C)cc2)cc1 (configuration not stated)	-8.6%
COc1ccc(C)cc1Nc1nc2c(S(=O)(=O)c3cccc(Cl)c3)nnn2c2ccsc12	-1.9%
COc1ccc(Cn2ccc3nc(C)c(C(=O)Nc4ccc(C)c(F)c4)cc3c2=O)cc1	3.8%
Cc1ccn2c(Nc3ccc(C(C)C)cc3)c(-c3cccs3)nc2c1	?
COc1cccc(C(=O)Nc2cccc(C(=O)OCc3cc(=O)n4nc(C5CC5)sc4n3)c2)c1	-17.8%
Cc1cccn2c(=O)c(/C=C(\C#N)c3nc4ccccc4[nH]3)c(Oc3ccc(C(C)(C)C)cc3)nc12	-2.0%
CCN(CC)c1ccc(NC(=O)c2cnc3c(-c4ccccc4)c(C)nn3c2C)c(C)c1	?
COc1cc(Cl)c(NC(=O)CC(C)S(=O)(=O)c2cc3c(cc2C)NC(=O)CO3)c(OC)c1 (configuration not stated)	4.6%
CCOc1ccc(C(=O)N2CCN(CCc3ccccn3)CC2)cc1	3.4%
COc1ccccc1OCCCn1c(-c2ccc(Cl)cc2)nc2ccccc2c1=O	1.5%
Cc1cccc(NC(=O)/C(C#N)=C/c2ccco2)c1	?
CCc1ccc(OCC(=O)N(Cc2ccc(C)cc2)Cc2ccco2)cc1	-14.7%
COc1ccc(NC(=O)CN2C(=O)C(c3ccccc3)=NC23CCC(C)CC3)cc1Cl (configuration not stated)	0.9%
CC(=O)c1ccc(NC(=O)CSc2nc(C3CCCC3)nc3c2c(=O)n(C)c(=O)n3C)cc1	-3.2%
COc1ccc(CNC(=O)C2CCN(c3nc4ccc(C)cc4[nH]3)CC2)cc1	-15.1%
COc1ccccc1C(=O)Nc1cc2c(cc1N1CCOCC1)n(C)c(=O)n2C	1.0%
COCC(=O)Oc1c(Sc2ccc(C)cc2)c(C)nn1C(C)(C)C	?
Cc1ccc(Sc2c(C)nn(-c3ccccc3)c2OC(=O)C(C)(C)C)cc1	?
COc1cc(OC)c(NC(=O)N2CCc3c(sc4c3CCCC4)C2c2ccccc2)cc1Cl (configuration not stated)	1.8%
COc1ccc(NC(=O)CSc2nc3nc(C)cc(C)n3n2)cc1OC	2.4%
Cc1cccc(NC(=O)CSc2nnc3[nH]c(=O)cc(C)n23)c1C	1.4%
Cc1ccc(S(=O)(=O)c2nc(-c3ccc(Cl)cc3)oc2N2CCCCCC2)cc1	-5.2%
CCNC(=O)Cn1nc(C)n2c(cc3c(OC)cccc32)c1=O	-2.2%
CCOC(=O)C1CCCN(S(=O)(=O)c2cc3c(cc2C)NC(=O)CO3)C1 (configuration not stated)	5.9%
O=C(Nc1ccc(Br)cc1F)N1CCC(CN2CCc3ccccc3C2)CC1	4.0%
Cc1ccc(Cc2c(C)nc3nc(SCC(=O)NCCC(C)C)nn3c2C)cc1	0.2%
N#Cc1c(-n2ncnc2-c2ccccc2C(F)(F)F)sc2c1CCCCC2	0.239µM*
CC(=O)c1ccc(NC(=O)CSc2nccn2Cc2ccco2)cc1	16.9µM*
CC(C)Oc1ccc(CNC(=O)C(C)n2ccc3cc(S(=O)(=O)N4CCCCCC4)ccc32)cc1 (configuration not stated)	-11.5%
Cc1ccc(-n2ncc3c(=O)n(Cc4ccccc4C)cnc32)cc1C	-4.4%
CC1CCN(c2nn3c(=O)c(C(=O)NCCc4ccccc4)cnc3s2)CC1	1.8%
Cc1ccc(C)c(N2CCN(C(c3ccc(F)cc3)c3nnc(-c4ccccc4)o3)CC2)c1 (configuration not stated)	-5.5%
CCC1CN(C(=O)N2CCC(C(=O)NCc3cc(OC)ccc3OC)CC2)c2ccccc2O1 (configuration not stated)	-3.1%
Cc1ccc(NC(=O)N2CCC(n3c(C)nc4cccnc43)CC2)c(Cl)c1	-0.2%
COc1ccc(NC(=O)CN2C(=O)CC(c3ccc(C)c(C)c3)=Nc3ccccc32)cc1OC	13.5µM*
CCOc1ccc(-c2cc3nc(C4CCN(C(=O)OC(C)(C)C)CC4)c(C(=O)Nc4cccc(Cl)c4C)cn3n2)cc1	-1.6%
COc1ccccc1N1CCN(c2ncc3c(n2)CCN(Cc2ccccc2F)C3)CC1	-1.9%
O=C(Nc1cc(Cl)ccc1Cl)c1cc(S(=O)(=O)N2CCCc3ccccc32)ccc1F	?
CC(C)Oc1ccc(CNC(=O)c2cnc3sc(N4CCCCCC4)nn3c2=O)cc1	3.0%
Cc1cn2c(=O)cc(COC(=O)c3cccc(NC(=O)C(C)Oc4ccccc4)c3)nc2s1 (configuration not stated)	-4.3%
Cc1ccc(S(=O)(=O)C(CNC(=O)C(=O)NCc2ccc(Cl)cc2)c2cccs2)cc1 (configuration not stated)	-3.6%
CCOc1ccc(-n2c(C)nc3cc(C(=O)NCc4ccc(C)cc4)ccc32)cc1	?

Going on with the list:
Structure	FLuc counter
Cc1ccc(NC(=O)Cn2c(=O)n(CCCCCC(=O)NCc3ccc(F)cc3)c(=O)c3sccc32)cc1C	-0.4%
COc1ccc(C(=O)CCC(=O)Nc2ccc(F)cc2F)cc1	-9.6%
CCc1cccc(C)c1Nc1c(-c2ccc(N(C)C)cc2)nc2ncccn12	?
COc1ccc(NC(=O)c2cc3c(=O)n(Cc4ccco4)ccc3nc2C)c(OC)c1	-5.7%
CC1=C(C(N)=O)C(c2cccc(F)c2)n2nc(SCc3ccccc3)nc2N1 (configuration not stated)	2.2%
COc1ccc(OC)c(S(=O)(=O)NCCS(=O)(=O)N2CCN(c3ccccc3F)CC2)c1	-6.8%
Cc1ccc(C(=O)n2nc(-c3ccco3)nc2NCc2cccs2)cc1	-1.8%
CCCc1nnc(NC(=O)Cc2coc3cc(C)cc(C)c23)s1	-2.1%

High-throughput results deposited in PubChem by National Center for Advancing Translational Sciences (NCATS).

The list is partial; the hit share may differ from the screen's.
